Bioassay records deposited in PubChem BioAssay by National Center for Advancing Translational Sciences (NCATS).
Coupling enz: counter-screen for Giardia aldolase inhibitors: coupling enzyme system; coupling enzyme system counterscreen, AmpLite Red fluorescence; activity change, negative = inhibition, % at 58.2 µM, hits read low; actives 0.67% (n = 290,000); AID 2472; in the data active = activity change below about -30%; also: % is scaled to controls: 0 for no effect and ±100 for the full control effect
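Final compound at 57.5 uM, incubated 10 min at RT with coupling enzyme reagent (glyceraldehyde-3-phosphate), then 20 min with substrate and AmpLite Red detection. Fluorescence read at 525/598 nm; tests interference with the coupling assay, not aldolase inhibition.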
A-T KAP1 phos: potential ataxia-telangiectasia treatments restoring KAP-1 phosphorylation; […] A-T fibroblasts, KAP-1 phosphorylation AlphaLISA; neocarzinostatin DNA damage 30 min before lysis; Potency, µM (doses to about 57.5 µM), for inactives: top-dose activation, actives largely listed as activators; actives 0.19% (n = 320,000); also: potency is read from the fitted curve at half-maximal effect; % of control where 0% means no effect; nearly all actives have a fitted effect of over 45% in size
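ATM-like activity read as KAP-1 phosphorylation via AlphaLISA donor/acceptor antibody pairs after lysis and 6 hr at 25C. Cells were ATM-null patient fibroblasts ([…], hTERT), dosed 60 min, then exposed to the DSB inducer NCS for 30 min.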
KCNH2 3.1 inh: KCNH2 3.1 (human) potassium channel inhibition | AID 720553 | actives 0.95% (n = 340,000) | U2OS KCNH2 3.1, thallium flux FluxOr; stronger effect = lower value | activity change, % (tested at about 1.8 µM);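 active = maximum activity change below -70%; inconclusive = maximum activity change from -70% to -50%; inactive = maximum activity change above -50%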;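 also: thallium influx rate constant from kinetic fluorescence after stimulation buffer; % is scaled to controls: 0 for no effect and ±100 for the full control effect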
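FluxOr-based Tl+ influx in U2OS cells transduced with KCNH2 3.1 virus; rate constants normalized to DMSO controls.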
GALK inh: galactokinase (human) inhibition; P51570; Purified GALK, Kinase-Glo residual ATP luminescence; Potency, µM (top dose mostly 57.5 µM), for the others: top-dose activity change, negative = inhibition, usual class: inhibitors; actives 0.007% (n = 270,000); also: potency is read from the fitted curve at half-maximal effect; % is scaled to controls: 0 for no effect and ±100 for the full control effect
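Quantitative HTS: GALK 5 nM, ATP 35 uM, galactose 100 uM, 1 h room temperature, then luciferase-based ATP detection.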
ASM inhibitor: blocks human secretory acid sphingomyelinase. P17405. placental ASM, HMU-PC fluorogenic substrate, 60 min. Potency, µM (doses to about 57.5 µM), inactives show at the highest dose activity change, negative = inhibition, actives largely listed as inhibitors. actives 0.006% (n = 340,000). AID 504937; also: potency is read from the fitted curve at half-maximal effect
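qHTS format. ASM enzyme prepared from human placenta hydrolyses the fluorogenic substrate HMU-PC0 (9 uM final) over 60 min at 37 °C after a 10 min compound preincubation.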
hERG WT inh: inhibitors of human wildtype KCNH2 potassium channel; activity change, % at 1.84 µM; actives 0.37% (n = 340,000); Q12809; U2OS, BacMam KCNH2, thallium flux FluxOr; stronger effect = lower value;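 active = maximum activity change below -70%; inconclusive = maximum activity change between -70% and -50%; inactive = maximum activity change above -50%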; also: % is scaled to controls: 0 for no effect and ±100 for the full control effect
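U2OS cells transduced with wild-type KCNH2 virus are loaded with FluxOr dye for 45 min, and thallium flux is measured in kinetic reads before and after stimulation buffer. Rate constants are normalized to DMSO controls.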
Integrin act MD: integrin-mediated muscular dystrophy alleviation activation; alpha7betagal myoblasts, beta-gal FDG fluorescence, 48 h; Potency, µM (top dose mostly 38.3 µM), for inactives: at the highest dose activation, most hits filed as activators; actives 0.064% (n = 350,000); AID 624291;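 also: potency is read from the fitted curve at half-maximal effect; 100% = response of the positive control SU9516; nearly all actives have a fitted effect of over 60% in size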
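Alpha7betagal+/- myoblasts (passage 13) were plated 16-24 hr, then exposed to compounds (1:260 dilution of DMSO stock) for 48 hours at 37C. After MPER lysis, β-galactosidase reporter activity was read as FDG fluorescence (ex 480/em 540) after 30 minutes.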
TRPV1 ag: agonists of human vanilloid receptor 1 (TRPV1); AID 540275; activation, % at 8.33 µM; TRPV1-expressing cells, Fluo-8 calcium influx, agonist mode; Q8NER1; actives 0.19% (n = 320,000); in the data active = activation above about 80%; inconclusive = between about 30% and that limit; also: 0% is about no effect
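Fluo-8 calcium influx in TRPV1-expressing cells, kinetic read (ex 480/em 520 nm). Compound added and read 3 min for agonist activity, followed by capsaicin at EC20 final and 2 min further read for enhancement.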
CXXC DNA block: inhibitors of human MLL CXXC domain-DNA interaction. MLL-CXXC / FITC-HOXA9 DNA fluorescence polarization. Potency, µM (doses to about 115 µM), for inactives: top-dose activity change, negative = inhibition, hits mostly inhibitors. actives 0.037% (n = 290,000); active = well fitted inhibition curve with a large enough effect in the polarisation, with a control signal flat, not every such curve was filed as active; inconclusive = small, poorly fitted or top-dose-only effect, or effect the other way, or a change in a side signal; inactive = no such curve, though single readings can be large or run the other way; the % refers to the polarisation; also: potency is read from the fitted curve at half-maximal effect
Target sequence (Q03164 whole entry, looked up, the tested form may be a part): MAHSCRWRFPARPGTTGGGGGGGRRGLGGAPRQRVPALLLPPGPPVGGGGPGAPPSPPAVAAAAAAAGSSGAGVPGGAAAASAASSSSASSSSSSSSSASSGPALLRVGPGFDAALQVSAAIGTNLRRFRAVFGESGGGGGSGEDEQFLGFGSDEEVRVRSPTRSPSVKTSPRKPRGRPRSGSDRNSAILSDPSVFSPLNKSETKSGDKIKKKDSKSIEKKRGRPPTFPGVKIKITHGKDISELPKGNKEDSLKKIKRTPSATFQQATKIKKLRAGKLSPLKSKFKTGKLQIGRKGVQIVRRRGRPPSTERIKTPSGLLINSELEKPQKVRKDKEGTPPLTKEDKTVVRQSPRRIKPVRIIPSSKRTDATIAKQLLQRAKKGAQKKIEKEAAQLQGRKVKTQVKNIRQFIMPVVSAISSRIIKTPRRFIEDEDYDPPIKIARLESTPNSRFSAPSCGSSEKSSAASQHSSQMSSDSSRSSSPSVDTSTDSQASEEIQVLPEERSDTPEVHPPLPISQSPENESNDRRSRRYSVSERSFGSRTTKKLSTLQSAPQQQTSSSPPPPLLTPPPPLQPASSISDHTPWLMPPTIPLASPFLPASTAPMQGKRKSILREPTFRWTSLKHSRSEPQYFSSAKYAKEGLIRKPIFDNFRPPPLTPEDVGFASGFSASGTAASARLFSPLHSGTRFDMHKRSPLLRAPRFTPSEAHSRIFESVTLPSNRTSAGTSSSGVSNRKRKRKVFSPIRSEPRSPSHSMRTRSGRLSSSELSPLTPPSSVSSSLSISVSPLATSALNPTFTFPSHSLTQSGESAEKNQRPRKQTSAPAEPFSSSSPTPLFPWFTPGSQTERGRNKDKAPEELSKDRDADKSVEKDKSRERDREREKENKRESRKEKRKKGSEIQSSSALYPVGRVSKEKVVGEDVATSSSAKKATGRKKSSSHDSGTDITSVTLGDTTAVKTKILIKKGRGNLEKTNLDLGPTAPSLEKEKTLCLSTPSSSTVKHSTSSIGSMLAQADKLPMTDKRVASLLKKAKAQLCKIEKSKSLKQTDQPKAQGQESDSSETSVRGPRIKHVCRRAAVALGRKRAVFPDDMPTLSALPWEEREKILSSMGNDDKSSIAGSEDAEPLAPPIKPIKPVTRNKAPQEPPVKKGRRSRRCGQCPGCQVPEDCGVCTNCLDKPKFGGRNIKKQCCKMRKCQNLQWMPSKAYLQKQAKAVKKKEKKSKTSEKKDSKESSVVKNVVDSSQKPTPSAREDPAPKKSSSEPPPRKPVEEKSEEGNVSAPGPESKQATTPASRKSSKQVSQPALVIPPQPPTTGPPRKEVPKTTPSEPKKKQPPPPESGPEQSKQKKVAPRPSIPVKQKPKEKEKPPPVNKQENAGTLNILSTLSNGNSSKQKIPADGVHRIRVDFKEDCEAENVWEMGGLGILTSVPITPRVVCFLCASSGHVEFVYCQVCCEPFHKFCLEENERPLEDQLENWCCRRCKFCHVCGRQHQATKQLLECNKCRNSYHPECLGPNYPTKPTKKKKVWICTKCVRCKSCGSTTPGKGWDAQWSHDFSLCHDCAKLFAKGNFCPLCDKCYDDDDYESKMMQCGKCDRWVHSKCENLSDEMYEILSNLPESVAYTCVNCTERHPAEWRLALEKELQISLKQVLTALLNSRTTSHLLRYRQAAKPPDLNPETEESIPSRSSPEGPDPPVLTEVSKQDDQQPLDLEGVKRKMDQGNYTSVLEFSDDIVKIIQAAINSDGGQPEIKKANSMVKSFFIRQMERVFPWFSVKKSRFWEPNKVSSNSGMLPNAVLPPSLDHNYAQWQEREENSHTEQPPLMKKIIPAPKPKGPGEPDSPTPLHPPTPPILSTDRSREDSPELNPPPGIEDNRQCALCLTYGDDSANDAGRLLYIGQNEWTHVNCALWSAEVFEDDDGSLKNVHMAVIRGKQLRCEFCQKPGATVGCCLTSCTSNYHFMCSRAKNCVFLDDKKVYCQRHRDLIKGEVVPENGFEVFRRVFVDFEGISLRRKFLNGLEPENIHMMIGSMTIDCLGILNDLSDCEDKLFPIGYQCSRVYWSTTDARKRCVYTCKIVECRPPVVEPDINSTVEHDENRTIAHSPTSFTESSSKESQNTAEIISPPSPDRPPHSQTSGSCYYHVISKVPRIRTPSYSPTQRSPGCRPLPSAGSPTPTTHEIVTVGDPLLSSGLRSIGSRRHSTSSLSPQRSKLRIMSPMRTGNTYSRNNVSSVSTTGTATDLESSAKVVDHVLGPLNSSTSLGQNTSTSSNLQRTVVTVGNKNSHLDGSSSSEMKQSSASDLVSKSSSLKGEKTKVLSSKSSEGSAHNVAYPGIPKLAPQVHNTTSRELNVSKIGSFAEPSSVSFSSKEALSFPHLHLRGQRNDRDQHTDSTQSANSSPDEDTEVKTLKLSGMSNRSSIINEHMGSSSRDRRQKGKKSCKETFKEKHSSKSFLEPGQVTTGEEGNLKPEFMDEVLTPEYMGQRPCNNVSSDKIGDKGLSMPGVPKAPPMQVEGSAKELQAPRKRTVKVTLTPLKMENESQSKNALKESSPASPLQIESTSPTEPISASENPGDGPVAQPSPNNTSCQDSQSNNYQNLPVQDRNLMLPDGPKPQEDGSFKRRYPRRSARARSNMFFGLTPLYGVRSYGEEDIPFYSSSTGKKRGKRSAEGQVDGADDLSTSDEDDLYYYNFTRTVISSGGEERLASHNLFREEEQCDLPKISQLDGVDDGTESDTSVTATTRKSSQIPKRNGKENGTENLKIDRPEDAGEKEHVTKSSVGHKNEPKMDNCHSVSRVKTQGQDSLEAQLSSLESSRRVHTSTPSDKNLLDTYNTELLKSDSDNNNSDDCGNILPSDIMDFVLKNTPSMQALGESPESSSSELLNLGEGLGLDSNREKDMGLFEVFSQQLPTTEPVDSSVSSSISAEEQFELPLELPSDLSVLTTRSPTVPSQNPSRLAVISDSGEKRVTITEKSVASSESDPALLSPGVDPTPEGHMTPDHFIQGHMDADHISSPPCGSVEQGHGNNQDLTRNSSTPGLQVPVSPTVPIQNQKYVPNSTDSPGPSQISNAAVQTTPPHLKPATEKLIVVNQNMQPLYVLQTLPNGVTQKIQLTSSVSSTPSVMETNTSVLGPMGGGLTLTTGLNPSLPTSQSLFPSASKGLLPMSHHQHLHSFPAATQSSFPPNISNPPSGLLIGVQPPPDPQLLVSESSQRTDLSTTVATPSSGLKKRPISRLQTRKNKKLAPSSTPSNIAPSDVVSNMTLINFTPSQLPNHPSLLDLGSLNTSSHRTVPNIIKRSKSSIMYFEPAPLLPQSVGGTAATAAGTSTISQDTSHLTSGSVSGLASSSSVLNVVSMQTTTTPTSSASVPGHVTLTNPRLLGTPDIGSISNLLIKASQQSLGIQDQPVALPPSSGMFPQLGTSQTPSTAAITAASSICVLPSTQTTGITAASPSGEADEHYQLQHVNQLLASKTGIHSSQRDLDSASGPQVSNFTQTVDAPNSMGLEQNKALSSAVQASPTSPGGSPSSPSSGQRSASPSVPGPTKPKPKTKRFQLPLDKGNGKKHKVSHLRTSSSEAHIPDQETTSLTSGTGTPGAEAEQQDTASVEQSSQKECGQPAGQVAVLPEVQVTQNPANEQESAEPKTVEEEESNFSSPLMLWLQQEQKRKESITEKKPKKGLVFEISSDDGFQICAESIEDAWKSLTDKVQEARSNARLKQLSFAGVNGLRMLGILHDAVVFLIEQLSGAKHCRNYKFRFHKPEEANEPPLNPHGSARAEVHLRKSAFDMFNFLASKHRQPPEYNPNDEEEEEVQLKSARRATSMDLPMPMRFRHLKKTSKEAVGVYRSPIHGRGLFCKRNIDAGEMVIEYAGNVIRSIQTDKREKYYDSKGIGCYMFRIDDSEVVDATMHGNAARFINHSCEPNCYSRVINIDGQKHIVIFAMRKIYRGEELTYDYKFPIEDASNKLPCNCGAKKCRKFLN
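Purified MLL-CXXC (added from a 7 uM solution) was preincubated 5 min at ambient with pinned compounds in 50 mM Tris-HCl pH 7.5, 50 mM NaCl, 1 mM DTT, 0.05% BSA. Fluorescein-labeled HOX-A9 DNA (50 nM solution) followed, 30 min, then polarization read.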
MBNL1 CUG block: blocks human MBNL1 binding to CUG repeat RNA; Q9NR56; TR-FRET MBNL1-His/biotin-(CUG)12 binding, 665/545 ratio; Potency, µM (doses to about 57.5 µM), for the others: top-dose activity change, negative = inhibition, hits mostly inhibitors; actives 0.036% (n = 280,000); AID 2675; active = well fitted inhibition curve with a large enough effect in the signal ratio, with a control signal flat, not every such curve was filed as active; inconclusive = small, poorly fitted or top-dose-only effect, or effect the other way, or a change in a side signal; inactive = no such curve, though single readings can be large or run the other way; the % refers to the signal ratio; also: potency is read from the fitted curve at half-maximal effect; % is scaled to controls: 0 for no effect and ±100 for the full control effect
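Compound titration spanned 92 nM–58 uM against the MBNL1-His/biotin-(CUG)12 complex. After 60 min at room temperature with 5 nM streptavidin-XL665 and 0.055 ng/ul terbium anti-His, ratiometric 665/545 nm emission (Ex 340 nm) normalized to controls.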
* marks the source's active call; other numbers are inactive results; i = inactive; ? = inconclusive; / = no result given; & = joins results of further samples; [ ] = remark or other dose. Unless noted, calls follow the shape of the dose curve; as a rule, active = well fitted curve in the direction sought with a large enough effect; inconclusive = small, poorly fitted or top-dose-only effect, or another doubt; inactive = no such curve, though single readings can be large; an effect the other way counts as inactive or inconclusive.

No.	Compound	Coupling enz	A-T KAP1 phos	KCNH2 3.1 inh	GALK inh	ASM inhibitor	hERG WT inh	Integrin act MD	TRPV1 ag	CXXC DNA block	MBNL1 CUG block
1	COc1ccc(CN2C(=O)C(CC(C)C)Nc3ncnc(N4CCN(c5ccccn5)CC4)c32)cc1 (stereo not drawn)	/	4%	-29	/	2%	-28	20%	?	/	/
2	COc1ccc2c(C(=O)CN3CCC(C)CC3)c[nH]c2c1	1	-3%	-14	1%	2%	-4	24%	-2	14%	-3%
3	CCCCNC(=S)NNC(=O)c1csc2ccccc12	0	12%	19	-1%	-2%	-6	-6%	2	-24%	-4%
4	COc1ccc(N2CCN(S(=O)(=O)c3c(C)[nH]c(C)c3C(=O)N3CCCC3)CC2)cc1	/	-4%	2	-8%	0%	-8	0%	0	43%[activator]	-1%
5	O=C(Nc1cccc(S(=O)(=O)N2CCOCC2)c1)C1CC(=O)N(c2ccc3c(c2)OCCO3)C1 (stereo not drawn)	/	-1%	1	/	1%	1	16%	2	/	/
6	COCCNC(=O)CCc1c(C)nc2c(c(C)nn2-c2ccc(C)cc2)c1C	-2	37%	0	1%	-1%	-1	-10%	85*	6%	-9%
7	CCCCCCCCCCCCCCCCCCNc1ccn(C2OC(COP(=O)(O)OCC3OC(n4cc(F)c(=O)[nH]c4=O)CC3O)C(O)C2O)c(=O)n1 (stereo not drawn)	/	/	18	/	?	11	-13%	/	/	/
8	C=CCON/C(CCC)=C1\C(=O)C(C(=O)OC)C(C)(C)CC1=NC (stereo not drawn)	6	-4%	3	1%	-2%	22	-8%	1	1%	-5%
9	Cc1ccc(O)c(C(=O)c2cnc3c(c2)c(C)nn3C)c1	4	-1%	2	11%	-5%	4	-12%	2	-11%	4%
10	Cc1onc(C(=O)Nc2c(C)n(C)n(-c3ccccc3)c2=O)c1[N+](=O)[O-]	-31*	2%	7	-1%	4%	-3	-19%	21	-3%	?
11	CCN1CCN(CCNC(=O)c2ccc3c(c2)N(Cc2ccc(F)cc2)C(=O)c2ccccc2S3=O)CC1 (stereo not drawn)	/	-3%	8	0%	2%	7	-49%	-4	15%	3%
12	NC(=O)CC(NC(=O)c1ccccc1)c1ccc(NCc2ccc(F)cc2)c([N+](=O)[O-])c1 (stereo not drawn)	0	-32%	-16	0%	-6%	13	10%	1	-8%	?
13	CC1(C)C(=O)NCCN1C(=O)CSc1nccc(-c2ccc(Br)cc2)n1	0	-1%	6	1%	-3%	2	-32%	1	-1%	2%
14	Cc1cccc(OCCn2cc(/C=N/NC(=O)c3ccncc3)c3ccccc32)c1	6	-3%	-8	1%	-21%	9	-14%	8	5%	-3%
15	CCC(C)Sc1ccc(-c2nc3cnccn3c2NC2CCCCC2)cc1 (stereo not drawn)	/	22µM*	/	/	/	/	5%	14	/	/
16	COc1ccc(CCC(=O)Nc2cc3c4c(c2)CCC(=O)N4CCC3)cc1	/	1%	1	/	4%	-5	-8%	-8	/	/
17	COCCN(CCOC)C(=O)c1cc2sc3ccccc3c2s1	1	7%	-2	2%	-4%	9	5%	20	5%	28%
18	O=C1/C(=C/c2cccs2)SC(=S)N1N1CCOCC1	1	-9%	-6	0%	-18%	8	-49%	3	-22%	/
19	O=C(NCCc1ccccc1)c1c(F)cccc1F	3	5%	-1	-1%	1%	-9	-28%	?	-8%	4%
20	Cc1cc(C)c([N+](=O)[O-])cc1NC(=O)CCS(=O)(=O)c1ccccc1	0	5%	12	1%	4%	1	-16%	5	-2%	/
21	COc1ccc([C@]23Cc4cc(OC)c(OC)cc4C(O2)c2c(cc(C)oc2=O)O3)cc1	-3	17%[11.5 µM]	/	/	/	/	/	i	-8%[23 µM]	-2%[11.5 µM]
22	COc1ccc2cc(C(c3nnnn3CCc3ccccc3)N3CCCC(C)C3)c(=O)[nH]c2c1 (stereo not drawn)	0	1%	-5	3%	37%	5	-5%	15	-2%	3%
23	O=C(CSCc1ccc(Br)cc1)N=Nc1c(O)[nH]c2ccccc12	-1	5%	0	2%	-14%	11	6%	-3	3%	?
24	CCN(C(=O)COC(=O)c1ccc(C)c(S(=O)(=O)N2CCOCC2)c1)C1CCS(=O)(=O)C1 (stereo not drawn)	/	0%	4	/	-2%	16	22%	10	/	/
25	COc1ccc(OC)c(Cc2nnc(CCC(=O)NC(C3CC3)C3CC3)o2)c1	1	11%	11	1%	2%	0	21%	1	3%	-2%
26	CN1C2CCC1CC(NC(=O)c1ccc([N+](=O)[O-])cc1)C2 (stereo not drawn)	0	7%	-8	-1%	-3%	0	?	-2	15%	?
27	OC(CCN1CCCCC1)(c1ccccc1)c1ccccc1	0&5&-12	1%	-8	0%	0%	50	/	4	-4%&3%	9%
28	CCNC(=S)N(CCc1c(C)[nH]c2ccccc12)Cc1cccnc1	2	?	-3	-4%	1%	-9	-50%[inhibitor]	-1	-14%	-10%
29	O=C(CCCn1cc([N+](=O)[O-])cn1)NC1CCCCCC1	0	2%	4	-1%	-1%	-6	3%	6	-6%	-2%
30	Fc1ccccc1NC(=S)NCc1ccc2c(c1)OCO2	0	7%	-14	-3%	5%	-2	-12%	?	2%	/
31	N#Cc1ccc(COC(=O)CSc2nnc(C3CCCCC3)n2N)cc1	-2	4%	-3	10%	1%	-2	2%	-1	0%	12%
32	CN(Cc1cccs1)C(=O)/C=C/c1ccccc1[N+](=O)[O-]	-3	2%	1	-1%	-1%	3	-15%	-1	-6%	/
33	CCOC(=O)N1CCC(NC(=O)c2ccc3c(c2)sc2nc(-c4ccccc4)cn23)CC1	-1	20µM*	-10	-3%	-5%	6	14%	/	13%	31%[activator]
34	COc1cc2c(cc1OC)CN(CC(=O)Nc1ccc(F)cc1F)CC2	2	29%	9	-3%	2%	-3	-25%	13	15%	-3%
35	Cc1cccc(OCC(=O)NCCCNC(=O)c2ccccn2)c1	0	-2%	-18	2%	1%	-24	11%	0	0%	-4%
36	O=C(COc1ccc(S(=O)(=O)N2CCCC2)cc1Cl)N1CCN(c2ccccc2)CC1	1	26%	2	-3%	-4%	13	-25%	-1	-7%	4%
37	CCOc1ccc(C2=Nn3c(nnc3-c3ccccc3OC)SC2)cc1	0	1%	2	-3%	-10%	-6	-9%	24	6%	5%
38	CN1CCN(c2ccc(NC(=O)c3sc4ccccc4c3Cl)cc2)CC1	2	-1%	-74*	15%	-4%	-38	14%	3	16%	12%
39	COC(=O)CNC(=O)C1Cc2ccccc2CN1S(=O)(=O)c1ccc(F)cc1 (stereo not drawn)	1	-9%	-18	-4%	2%	1	-21%	-6	?	-7%
40	CN(C(=O)COC(=O)CSc1ccc([N+](=O)[O-])cc1)C1CCS(=O)(=O)C1 (stereo not drawn)	/	4%	24	/	-2%	0	1%	0	/	/
41	CCOc1nc(C)cc(C)c1S(=O)(=O)c1ccc(Cl)cc1	-14	10%	-8	-1%	-3%	i	16%	9	6%	-3%
42	O=C(CCSc1nc(-c2ccco2)cc(C(F)(F)F)n1)N1CCN(c2ccccc2)CC1	-2	13%	-26	-5%	-12%	-5	7%	1	3%	-2%
43	COc1ccc(S(=O)(=O)NC2CC2)cc1Cl	4	-28%	-13	4%	1%	-3	22%	0	6%	-7%
44	CSc1cccc(NC(=O)CN(c2cccc(C)c2)S(C)(=O)=O)c1	-1	-1%	-4	0%	1%	-7	2%	6	6%	4%
45	Cc1ccc(-n2c(C)cc(-c3csc(N)n3)c2C)cc1	0	1%	2	2%	-2%	8	1%	-1	13%	/
46	CCN(CC(=O)Nc1ccc(OC)cc1)C(=O)c1ccc(N2C(=O)CCC2=O)cc1	/	-6%	4	/	3%	12	3%	-1	/	/
